# KDM5B inh – Primary screen for KDM5B Histone Demethylases FDH-coupled qHTS | Potency, µM (titrated, usually from 57.7 µM), without a hit: at the top dose activity change, negative = inhibition, most hits filed as inhibitors | Lysine-specific demethylase 5B (Homo sapiens), Q9UGL1 | KDM5B demethylase, FDH-coupled NADH fluorescence (FDH is formaldehyde dehydrogenase) | 220,000 tested, 2.6% active | AID 1347165, 2019; active = well fitted inhibition curve with a large enough effect; inconclusive = small, poorly fitted or top-dose-only effect; inactive = no such curve, though single readings can be large or run the other way; also: 0% is about no effect; nearly all actives have a fitted effect of over 70% in size
# Target sequence (Q9UGL1 whole entry, looked up): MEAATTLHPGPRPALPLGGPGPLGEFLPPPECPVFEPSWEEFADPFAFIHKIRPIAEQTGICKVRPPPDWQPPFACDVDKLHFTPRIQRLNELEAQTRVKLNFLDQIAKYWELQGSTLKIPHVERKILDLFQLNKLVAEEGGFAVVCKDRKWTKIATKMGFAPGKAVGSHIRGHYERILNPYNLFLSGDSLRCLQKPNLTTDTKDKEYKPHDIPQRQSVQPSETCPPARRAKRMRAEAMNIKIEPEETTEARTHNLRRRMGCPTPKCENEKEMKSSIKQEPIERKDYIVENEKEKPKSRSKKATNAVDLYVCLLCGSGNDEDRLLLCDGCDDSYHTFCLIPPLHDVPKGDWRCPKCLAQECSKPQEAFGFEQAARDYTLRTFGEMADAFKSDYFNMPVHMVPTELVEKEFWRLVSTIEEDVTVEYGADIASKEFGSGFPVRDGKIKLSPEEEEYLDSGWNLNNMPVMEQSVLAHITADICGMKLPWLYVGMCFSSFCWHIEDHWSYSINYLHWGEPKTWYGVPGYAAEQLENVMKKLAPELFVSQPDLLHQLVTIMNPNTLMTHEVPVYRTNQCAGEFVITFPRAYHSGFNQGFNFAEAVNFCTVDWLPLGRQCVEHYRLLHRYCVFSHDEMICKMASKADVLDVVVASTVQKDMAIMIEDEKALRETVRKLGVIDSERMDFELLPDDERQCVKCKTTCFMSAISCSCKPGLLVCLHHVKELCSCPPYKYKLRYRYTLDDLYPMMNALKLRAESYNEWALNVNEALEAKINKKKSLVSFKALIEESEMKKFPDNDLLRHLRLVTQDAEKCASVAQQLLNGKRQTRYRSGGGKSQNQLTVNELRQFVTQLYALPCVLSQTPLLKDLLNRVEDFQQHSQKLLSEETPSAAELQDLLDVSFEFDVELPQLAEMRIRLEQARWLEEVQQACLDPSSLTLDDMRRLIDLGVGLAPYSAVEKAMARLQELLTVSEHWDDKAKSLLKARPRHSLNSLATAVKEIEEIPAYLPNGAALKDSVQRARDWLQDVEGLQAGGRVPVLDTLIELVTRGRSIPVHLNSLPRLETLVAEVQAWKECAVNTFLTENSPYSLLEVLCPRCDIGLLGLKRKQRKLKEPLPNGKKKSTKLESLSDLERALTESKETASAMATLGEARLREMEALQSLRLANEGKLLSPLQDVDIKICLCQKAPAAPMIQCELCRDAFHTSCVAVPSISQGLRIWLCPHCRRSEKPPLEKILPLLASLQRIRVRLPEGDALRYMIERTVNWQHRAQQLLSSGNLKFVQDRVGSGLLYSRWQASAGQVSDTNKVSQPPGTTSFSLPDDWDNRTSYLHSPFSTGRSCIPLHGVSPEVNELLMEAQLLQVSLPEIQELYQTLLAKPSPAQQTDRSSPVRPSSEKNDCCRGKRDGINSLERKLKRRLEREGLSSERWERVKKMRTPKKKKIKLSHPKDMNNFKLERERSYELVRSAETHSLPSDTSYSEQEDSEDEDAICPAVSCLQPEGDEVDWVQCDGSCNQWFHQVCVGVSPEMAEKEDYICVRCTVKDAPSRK
#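 KDM5BΔAP (200 nM final) in 50 mM HEPES pH 7.5, 0.01% Tween-20 was preincubated 10 min at RT with compound over a concentration range. Substrate mix (H3K4me3 12.5 µM, α-KG 25 µM, Fe²⁺, ascorbate, NAD⁺, FDH) was added, and NADH fluorescence change over 30 min gave dose-response curves.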
# * marks the source's active call; other numbers are inactive results; i = inactive; ? = inconclusive; & = joins results of further samples; [ ] = another dose, or the depositor's remark. Potency is read from the fitted curve at half-maximal effect. A portion of the library, so the mix of outcomes need not match the whole.
SMILES,KDM5B inh
Cc1ccc(C(=O)C2CCN(CC(=O)Nc3ccccc3C)CC2)cc1,-58.5%
COc1ccc(-n2nc3n(c2=O)CCN(Cc2cccn2C)C3)cc1,?
Cc1oc(-c2ccc(C(=O)NCCCN3CCOCC3)cc2)nc1CS(=O)(=O)c1ccccc1,?
CC1=C(C(=O)Nc2cc(C)cc(C)c2)C2(CCCCC2)OC1=O,-24.7%
O=C(CC1CCN(S(=O)(=O)c2cccnc2)C1)NCc1ccccc1 (configuration not stated),26.6%
CCN(CC)S(=O)(=O)c1ccc2oc(Nc3ccccc3)nc2c1,-32.8%
CCc1cc2c(cc1C1(C)OCCC(C)O1)C(C)(C)CCC2(C)C (configuration not stated),14.0%
CN(C(=O)C1CCCC1)C1CCc2ccccc2C1 (configuration not stated),28.5%[86.2 µM]
CCNc1ncc(CN2CCN(c3cccc(C(F)(F)F)c3)CC2)cn1,?
CN(C)S(=O)(=O)c1ccc(C(=O)Nc2cccc(S(=O)(=O)NC3=NCCC3)c2)cc1,19.2%
O=C(Nc1ncccn1)c1ccc([N+](=O)[O-])cc1[N+](=O)[O-],2.7%
CCOc1ccc(Nc2nc(N)c(C(=O)c3ccc(OC)c(OC)c3)s2)cc1,13.0%
CCN1CCOC(=O)C1CC(=O)Nc1ccccc1C(F)(F)F (configuration not stated),?
COC[C@@H]1CN(S(=O)(=O)c2ccccc2)C[C@H]1c1nc(C)no1,-8.7%
CC(C)=CC1C(C(=O)Nc2c(C)cccc2C(C)C)C1(C)C (configuration not stated),-7.6%
O=C(NC1CCCN(c2cc(-c3ccc(F)cc3)[nH]n2)C1)c1nccc2ccccc12 (configuration not stated),?
CCOC(=O)c1ccc2ncc3c(-c4ccccc4)nn(-c4ccc(F)c(Cl)c4)c3c2c1,-20.2%
O=C(CN1c2ccccc2Sc2ccccc21)NNC(=O)Nc1ccc(Cl)c(Cl)c1,1.6%
Cn1c(N2CCN(C(=O)Cn3nc4c(cc3=O)CCCCC4)CC2)nc2ccccc21,52.8%[activator]
CC1=C(C(=O)Nc2ccccc2)C(c2ccccc2)n2nc(-c3ccco3)nc2N1 (configuration not stated),?
COc1ccc(CNC(=O)C2CCN(C(=O)N3CC(C)Oc4ccc(C)cc43)CC2)cc1 (configuration not stated),-14.8%
CC(C)CCOc1ccc(CO[C@@H]2[C@H]3OC(C)(C)O[C@H]3O[C@@H]2[C@@H](O)CO)cc1,20.2%&-13.1%
Cc1cc2ccccc2n1CC(=O)Nc1ccc(Oc2ccccc2)cc1,7.4%
CCOc1ccc(CCNC(=O)Cn2ncn3c(cc4ccccc43)c2=O)cc1OCC,-20.7%
COc1ccc(CC(=O)N2CCC(Oc3ncccc3C(=O)N3CCCCC3)C2)cc1 (configuration not stated),?

# Next section
SMILES,KDM5B inh
O=C(COc1ccccc1Cl)Nc1cc(-c2ccccc2F)nn1-c1ccccc1,5.3%
Cc1cc(=O)oc2cc(OCC(=O)NC3CCCCC3)c(Cl)cc12,?
CC1CCN(c2ncnc3c2nnn3C)CC1,0.6%
CCN(CC)C(=O)Cn1c(=O)n(Cc2ccc(C(=O)NCCCOC)cc2)c(=O)c2ccccc21,-23.9%
CC(C)(C)NC(=O)C(c1ccc(O)cc1)N(C(=O)CCC(=O)Nc1ccccn1)c1ccc(F)cc1 (configuration not stated),32.4%
CN1CCN(c2nc3ccccc3nc2C(=O)Nc2cccc(Cl)c2)CC1,9.3%
C#CCN1C(=O)C(O)(CC(=O)c2ccc(OC)c(OC)c2)c2cc(Br)ccc21 (configuration not stated),-12.3%
CCCN(CCC)C(=O)c1ccc(CN2C(=O)NC3(CCS(=O)(=O)CC3)C2=O)cc1,-19.7%
CC1=C[C@@H](CNC(=O)C(=O)O)[C@H](C(C)C)C[C@H]1CC(=O)O,?
COc1ccc(S(=O)(=O)NCc2cccn2Cc2cccc(C)c2)cc1Cl,?
C(=C\c1ccccc1)/CN1CCN(Cc2cc3n(n2)CCCNC3)CC1,?
O=C(c1cnccn1)N1CCCC(c2noc(COc3ccccc3F)n2)C1 (configuration not stated),-19.7%
CCc1nonc1NC(=O)c1oc2cc(C)c(C)cc2c1C,?
Cc1nnc2n1CCC(NS(=O)(=O)c1ccccc1F)CC2 (configuration not stated),19.9%
O=C1NCCC[C@@H]1NC(=O)[C@@H]1CN(C(=O)C2CCNCC2)CCN1C(=O)c1ccccc1,79.3%[activator]
O=C(/C=C/c1c(-c2ccccc2)[nH]c2ccccc12)C(F)(F)F,0.6%
N#Cc1cccnc1N1CCC(NC(=O)c2ccc3nccn3c2)CC1,i
CCOC(=O)C1CCN([C@H]2CS(=O)(=O)C[C@@H]2S(=O)(=O)c2ccccc2)CC1,26.9%
CCOC(=O)N1CCN(C(=O)CN(c2cccc(Cl)c2C)S(=O)(=O)c2ccc(C)cc2)CC1,?
O=C(CN1CCN(Cc2ccccc2)CC1)N/N=C/c1cccs1,24.7%
CC(C)c1cccc(NC(=O)CC2(C(=O)O)CCCCC2)c1,-2.6%
COc1nc2c(cc1CNC(=O)C1CC1(C)C)C(=O)N(C1CCCC1)C2 (configuration not stated),-16.3%
Cc1ccc(-c2csc(/C=C/c3ccc(C#N)cc3)n2)cc1,-16.6%
CCNC(=O)CN1CCN(Cc2ccc(F)c3cccnc23)CC1,15.4%
O=C(NCc1cccc(Cl)c1)C1CCN(C(=O)c2ncn3c2COC(c2ccc(F)cc2)C3)CC1 (configuration not stated),-0.2%

# New compounds follow.
SMILES,KDM5B inh
COc1ccc(CNC(=O)N2CCN(S(=O)(=O)c3cc(F)ccc3F)CC2)cn1,19.5%
CN1C(=O)c2cccn2CC1CN (configuration not stated),37.7%[activator]
O=c1oc2cc(OC/C(=N\O)c3ccccc3)ccc2c2c1CCC2,?
CC(=O)N=c1c(C#N)cc2c(=O)n3cccc(C)c3nc2n1Cc1ccco1,?
CN(C)CCCC(=O)N1CCC2(CC1)CN(C(=O)CCC(=O)O)CCO2,-5.8%[115 µM]
O=C1NCCCN1C1CCN(Cc2ccc(F)cc2)CC1,7.2%[86.2 µM]
COCCN(Cc1nccs1)C(=O)c1cnc(-c2ccccn2)[nH]c1=O,11.2µM*
Cc1n[nH]c(=O)c2c1nnn2Cc1ccc(F)cc1,8.6%
Cc1n[nH]c(=S)n(/N=C/c2cccs2)c1=O,-7.1%
Cc1ccc(O)c(C(=O)/C=C/c2ccccc2Cl)c1,6.8%
CCN(CC)C(=O)Oc1ccc2c(=O)c(-c3ccc(OC)cc3)c(C)oc2c1,5.1%
Cc1ccc(C(=O)N2CCc3nc(C)nc(-c4ccc(Cl)cc4)c3CC2)cc1,7.1%
CN1CCCN(C(=O)c2cc3cc(Cl)ccc3oc2=O)CC1,?
COc1cc(C2CC(=O)Nc3cc4c(cc32)OCCO4)cc(Br)c1OC (configuration not stated),-1.3%
COc1cccc(-c2cccc(C(=O)N[C@H]3C[C@@H]4OCC[C@H]34)c2)c1,-2.7%
CC(=O)NC1=NN(C(C)=O)C2(S1)C(=O)N(CC(C)C)c1ccc(Br)cc12 (configuration not stated),-0.5%
CSCc1ccc(C(=O)O)cc1,14.9%
COC(=O)c1ccccc1NC(=O)NCc1nc(-c2ccc(C)cc2)oc1C,?
CCC1=C(C(=O)OC)C(c2cccc(F)c2)N2C(CC(=O)NCCc3cccs3)=CSC2=N1 (configuration not stated),?
Cc1cc(C)c(Cn2c3ccccc3c3cnn(CC(=O)N4CCCCCC4)c(=O)c32)c(C)c1,-25.8%
COc1ccc(C(=O)N(C)C2CCCN(CCc3ccccc3)C2)cc1OC (configuration not stated),46.4%[activator]
O=C(CSc1nc2c([nH]c3ccccc32)c(=O)n1-c1ccccc1)c1ccc(Cl)cc1,-6.4%
CCOC(=O)C(C)Oc1ccc2c(=O)c(-c3ccc(Cl)cc3)c(C)oc2c1 (configuration not stated),3.0%
O=C(NCCc1ccc(Cl)cc1)c1cc(-c2ccccc2)n[nH]1,7.9%
CSc1ccccc1NC(=O)C1=COCCO1,29.4%

# Structures listed so far printed as active in KDM5B inh:
SMILES,KDM5B inh
COCCN(Cc1nccs1)C(=O)c1cnc(-c2ccccn2)[nH]c1=O,11.2µM*

# Next part
SMILES,KDM5B inh
CCOP(=O)(OCC)c1nc(-c2ccc(Cl)cc2)oc1NCc1cccnc1,?
COc1cccc(C(=O)CSc2nnc(-c3cc4ccccc4o3)n2C)c1,2.8%
CCC1c2ccsc2CCN1C(=O)/C=C/c1ccccc1C (configuration not stated),-19.4%
CN(C)C(=O)c1cc(C(C)(C)C)c2cccn2n1,15.3%[149 µM]
CCCc1cc(C(=O)NC(C)c2ccccn2)sc1C (configuration not stated),22.9%
COCCNc1ccc(-c2nc(-c3ccccn3)no2)cc1[N+](=O)[O-],3.2%
COc1cccc(-c2noc(CC3CCN(C(=O)CCCc4ccccc4)CC3)n2)c1,?
CCN(CC)CCCNC(=O)c1ccc2c(c1)N(Cc1c(F)cccc1Cl)C(=O)c1ccccc1S2,-86.4%
CCCN(CC(=O)Nc1ccccc1C)S(=O)(=O)c1cccc2cc(C)cnc12,21.9%
CC1CCCN(c2nc(N(C)c3ccccc3)nc(N)c2[N+](=O)[O-])C1 (configuration not stated),-0.9%
O=C(c1scc2c1OCCO2)N1Cc2ccccc2C(O)C1 (configuration not stated),-43.9%
CCN(C(=O)COc1cc(=O)n(C)c2ccccc12)c1cccc(C(F)(F)F)c1,?
Cc1cc(NC(=O)C2CCCN(S(=O)(=O)c3cn(C)cn3)C2)ccc1Br (configuration not stated),3.6%
CCc1ccc(NC(=O)CN2C(=O)NC3(CCS(=O)(=O)CC3)C2=O)cc1,12.7%
O=C(Nc1ccc2c(c1)Cc1ccccc1-2)c1ccccc1F,83.6%[activator]
COc1ccc(-c2c(NCCc3ccccc3)c(=O)c2=O)cc1,22.0%
CCOc1ccc(NC(=O)NCCN2CCN(c3cc(Cl)ccc3C)CC2)cc1,?
C=CCNC(=O)c1csc2nc(-c3cccc(C(F)(F)F)c3)cn12,-29.3%
COCc1cccc(C(=O)NCc2ccc(C(=O)O)cc2)c1,17.8%
CCCN(CCC)CC(O)Cn1cc(/C=C/C(=O)c2ccc(OCC)cc2)c2ccccc21 (configuration not stated),?
COc1ccc(CCN(Cc2ccccc2F)CC2(O)CCCNC2)cc1 (configuration not stated),-23.1%
Cc1ccc(OCC(=O)Nc2cc(C(F)(F)F)ccc2N2CCOCC2)cc1C,5.3%
FC(F)(F)c1ccccc1C(c1ccccc1)N1CCCNCC1 (configuration not stated),?
Cc1ccc(NC(=O)C2CCN(c3nc4ccccc4[nH]3)CC2)cc1Cl,-18.4%
CC1(COc2cccnc2)COc2ccc(C(=O)N3CCN(c4ccccn4)CC3)cc2N1 (configuration not stated),?

# Further entries:
SMILES,KDM5B inh
COc1ccc(C2CCCN2Cc2cc(=O)oc3c(C)c(C)ccc23)cc1 (configuration not stated),?
CC(=O)N1CCN(S(=O)(=O)c2cccc(C(=O)Nc3ccc(C)cn3)c2)CC1,16.4%
CN(C)S(=O)(=O)c1cccc(NC(=O)c2ccc(OCc3cn4ccccc4n3)cc2)c1,-18.5%
O=c1c2ccccc2cnn1Cc1ccc(Cl)c(Cl)c1,-3.8%
FC(F)(F)c1ccc(-c2nnc(-c3ccccn3)c(-c3ccccn3)n2)nc1,25.0%
O=S(=O)(NCc1cccnc1Oc1ccc(F)cc1F)c1cccnc1,4.6%
Cc1cccc(NC(=O)CN2C(=O)C(c3ccc(F)cc3)=NC23CCCCCC3)c1C,?
CSc1ccc(C(C)NC(=O)C=C(C)C)cc1 (configuration not stated),-22.2%
Cc1oc(C)c(C(=O)OCc2ccc(C#N)cc2)c1C,-2.2%
Cc1ccc(C(=O)Oc2c(S(=O)(=O)c3ccccc3)c(C)nn2-c2ccccc2)cc1,?
COc1ccc(N2CC(c3noc(-c4cc(OC)c(OC)c(OC)c4)n3)CC2=O)cc1OC (configuration not stated),-23.9%
CC1CN(C(=O)N2CCC(C(=O)NCCCc3ccccc3)CC2)c2ccccc2O1 (configuration not stated),15.0%

# Compounds listed so far that contain a Cl atom:
SMILES,KDM5B inh
CCOC(=O)c1ccc2ncc3c(-c4ccccc4)nn(-c4ccc(F)c(Cl)c4)c3c2c1,-20.2%
O=C(CN1c2ccccc2Sc2ccccc21)NNC(=O)Nc1ccc(Cl)c(Cl)c1,1.6%
O=C(COc1ccccc1Cl)Nc1cc(-c2ccccc2F)nn1-c1ccccc1,5.3%
Cc1cc(=O)oc2cc(OCC(=O)NC3CCCCC3)c(Cl)cc12,?
CN1CCN(c2nc3ccccc3nc2C(=O)Nc2cccc(Cl)c2)CC1,9.3%
COc1ccc(S(=O)(=O)NCc2cccn2Cc2cccc(C)c2)cc1Cl,?
CCOC(=O)N1CCN(C(=O)CN(c2cccc(Cl)c2C)S(=O)(=O)c2ccc(C)cc2)CC1,?
O=C(NCc1cccc(Cl)c1)C1CCN(C(=O)c2ncn3c2COC(c2ccc(F)cc2)C3)CC1 (configuration not stated),-0.2%
Cc1ccc(O)c(C(=O)/C=C/c2ccccc2Cl)c1,6.8%
Cc1ccc(C(=O)N2CCc3nc(C)nc(-c4ccc(Cl)cc4)c3CC2)cc1,7.1%
CN1CCCN(C(=O)c2cc3cc(Cl)ccc3oc2=O)CC1,?
O=C(CSc1nc2c([nH]c3ccccc32)c(=O)n1-c1ccccc1)c1ccc(Cl)cc1,-6.4%
CCOC(=O)C(C)Oc1ccc2c(=O)c(-c3ccc(Cl)cc3)c(C)oc2c1 (configuration not stated),3.0%
O=C(NCCc1ccc(Cl)cc1)c1cc(-c2ccccc2)n[nH]1,7.9%
CCOP(=O)(OCC)c1nc(-c2ccc(Cl)cc2)oc1NCc1cccnc1,?
CCN(CC)CCCNC(=O)c1ccc2c(c1)N(Cc1c(F)cccc1Cl)C(=O)c1ccccc1S2,-86.4%
CCOc1ccc(NC(=O)NCCN2CCN(c3cc(Cl)ccc3C)CC2)cc1,?
Cc1ccc(NC(=O)C2CCN(c3nc4ccccc4[nH]3)CC2)cc1Cl,-18.4%
O=c1c2ccccc2cnn1Cc1ccc(Cl)c(Cl)c1,-3.8%
